NTR1 ag = NTR1-driven beta-arrestin-GFP spot formation – imaging, U2OS cells, high content, primary screen (AID 493036) | 330,000 compounds, 0.17% hits | P30989 | activation, % at 20 µM | agonist mode;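 active means activation at or above 40% of the spot to cytoplasm intensity ratio, with at least 20 cells analyzed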;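 further: 0% = DMSO without peptide and 100% = 100 nM NTR1 peptide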
Target sequence (P30989 whole entry, looked up): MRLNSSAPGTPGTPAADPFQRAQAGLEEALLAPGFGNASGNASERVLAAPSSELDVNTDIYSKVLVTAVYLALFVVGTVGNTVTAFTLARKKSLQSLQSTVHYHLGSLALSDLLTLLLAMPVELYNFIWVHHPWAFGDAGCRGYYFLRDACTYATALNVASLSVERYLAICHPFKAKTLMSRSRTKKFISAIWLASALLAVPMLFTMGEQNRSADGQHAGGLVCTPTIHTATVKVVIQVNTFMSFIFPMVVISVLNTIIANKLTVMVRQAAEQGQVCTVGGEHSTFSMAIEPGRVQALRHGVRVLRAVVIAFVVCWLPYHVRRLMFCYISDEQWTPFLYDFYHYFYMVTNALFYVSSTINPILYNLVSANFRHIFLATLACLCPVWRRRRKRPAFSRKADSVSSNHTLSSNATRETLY
MgcRacGAP inhibition = MgcRacGAP GTPase-activating activity inhibitors, confirmation, biochemical, ADP Hunter fluorescence; 340,000 compounds, 0.6% hits; MgcRacGAP-stimulated Rac1 GTP hydrolysis, ADP Hunter fluorescence; higher % means a stronger effect; GST-tagged Rac1 F28L mutant substrate; inhibition, % at 30 µM; hits with a dose series show IC50 in µM; AID 624330;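 active means first-screen hits whose inhibition reached a set limit at any dose in the follow-up dose series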;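 further: fluorescence reports GDP produced by GAP-driven GTP hydrolysis; strong numbers were not always called active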
K1F lysis inhibition = inhibition of K1F phage lysis, E. coli UTI89, bacterial capsule biogenesis inhibitors, alamar blue (AID 488966); E. coli UTI89 K1F phage lysis, alamar blue, 2 h; higher % means a stronger effect; inhibition, % at 100 µM, or IC50 in µM where a hit was titrated; 340,000 compounds, 0.02% hits;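 active means phage lysis inhibition, versus mean bacterial control, above a set limit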;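 further: capsule biogenesis inhibitors block K1F phage lysis so surviving cells raise fluorescence; higher fluorescence means more inhibition of phage lysis; actives were called in the ten point dose series up to 300 µM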
NTR1 ag cell count 20 µM = also measured in NTR1 ag; calls as there; cell count; measured here: cell count, cytotoxicity flag
* marks the source's active call; other numbers are inactive results; i = inactive; . = no result given; [ ] = dose if it differs, or a comment. Only part of the results is shown. The share of hits here may be higher or lower than overall.

Sample of the layout (five entries):
SMILES	NTR1 ag	MgcRacGAP inhibition	K1F lysis inhibition	others
C[C@]12CC[C@H](O)CC1=CC[C@@H]1[C@@H]2CC[C@@]2(C)[C@H]1CC[C@]2(C)O	0.7	.	.	NTR1 ag cell count 20 µM=56
NCCc1c(Cc2ccccc2)[nH]c2ccccc12	-0.8	.	.	NTR1 ag cell count 20 µM=65
OC[C@@H](O)CCl	-0.8	.	.	NTR1 ag cell count 20 µM=61
CC(C)(O)[C@@H]1[C@H]2OC(=O)[C@@H]1[C@]1(O)C[C@H]3O[C@]34C(=O)O[C@H]2[C@]14C (tested in a mixture with another compound)	0.0	.	.	NTR1 ag cell count 20 µM=63
CC[C@H]1CC2CN3CCc4c([nH]c5cc(OC)ccc45)[C@](C(=O)OC)(C2)[C@H]13	5.0	.	.	NTR1 ag cell count 20 µM=106

The list itself (from the top)
SMILES	NTR1 ag	MgcRacGAP inhibition	K1F lysis inhibition	others
C[C@]12CC[C@H](O)CC1=CC[C@@H]1[C@@H]2CC[C@@]2(C)[C@H]1CC[C@]2(C)O	0.7	.	.	NTR1 ag cell count 20 µM=56
NCCc1c(Cc2ccccc2)[nH]c2ccccc12	-0.8	.	.	NTR1 ag cell count 20 µM=65
OC[C@@H](O)CCl	-0.8	.	.	NTR1 ag cell count 20 µM=61
CC(C)(O)[C@@H]1[C@H]2OC(=O)[C@@H]1[C@]1(O)C[C@H]3O[C@]34C(=O)O[C@H]2[C@]14C (tested in a mixture with another compound)	0.0	.	.	NTR1 ag cell count 20 µM=63
CC[C@H]1CC2CN3CCc4c([nH]c5cc(OC)ccc45)[C@](C(=O)OC)(C2)[C@H]13	5.0	.	.	NTR1 ag cell count 20 µM=106
CC(=O)O[C@@H]1/C=C/[C@](C)(O)C[C@@H](C)C/C=C/[C@H]2[C@@H]3O[C@]3(C)[C@@H](C)[C@H]3[C@H](Cc4ccccc4)NC(=O)[C@@]312	-0.5	.	.	NTR1 ag cell count 20 µM=96
Cc1cc(C)c(S(=O)(=O)N2Cc3ccccc3-n3nncc3C2)c(C)c1	.	5.5%	.
C=CCOC(=O)N1Cc2ccccc2-n2nncc2C1	.	9.8%	.
c1ccc(CN2CCC3CC2c2ccc(N4CCOCC4)cc23)cc1 (stereo unspecified)	.	7.8%	.
O=C1Nc2ccccc2Oc2ccccc21	.	2.7%	.
COc1cc(CNCCc2c[nH]c3ccccc23)cc(OC)c1OC	.	13.9%	.
O=C(NCC1=C(c2ccc3ccccc3c2)C[C@@H]2CC[C@H]1N2Cc1ccco1)c1nccs1	.	15.0%	.
O=c1c2ccccc2nc(CBr)n1-c1ccc(Cl)cc1	.	-23.6%	.
COc1ccc2c(c1)C1(C)CCN(C)CC(C1)C2O (stereo unspecified)	.	6.7%	.
COc1ccc(-n2c(-c3ccccc3F)nc3ccccc3c2=O)cc1	.	8.9%	.
CN1C2CNC(=O)CC1C1CCC2C1 (stereo unspecified)	.	5.1%	.
C[C@H]1CN([C@@H](C)CO)C(=O)CCCn2nncc2CO[C@H]1CN(C)C(=O)Oc1cccc2ccccc12	.	16.0%	.
COc1ccc(-n2c(=S)[nH]c3ccc(C)cc3c2=O)cc1	.	2.5%	.
COC(=O)C1=C(c2ccc(OCc3ccccc3)cc2)C[C@@H]2CC[C@H]1N2C(=O)NCc1ccc2[nH]ccc2c1	.	14.3%	.
CC1=C(C)CC2(CC1)C(=O)NC(=O)NC2=O	.	6.5%	2.5%
Cc1ccc2c(C)c3ccc4ccccc4c3c[n+]2c1	.	48µM*	-0.5%
CNC1(c2ccccc2Cl)CCCCC1=O (stereo unspecified)	.	1.9%	1.1%
CN1CC(Br)C(=O)NC1=O (stereo unspecified)	.	-0.7%	0.1%
COc1cc2c(ccc3c4cc(OC)c(OC)cc4c[n+](C)c23)cc1O	.	42.5µM*	8.3%
COc1cccc2c1C(=O)c1c(O)c3c(c(O)c1C2=O)CC(O)(C(C)=NO)CC3OC1CC(N)C(O)C(C)O1 (stereo unspecified)	.	27.7%	i

Grouped by structure, the entries above containing a Cl atom.
SMILES	NTR1 ag	MgcRacGAP inhibition	K1F lysis inhibition	others
OC[C@@H](O)CCl	-0.8	.	.	NTR1 ag cell count 20 µM=61
O=c1c2ccccc2nc(CBr)n1-c1ccc(Cl)cc1	.	-23.6%	.
CNC1(c2ccccc2Cl)CCCCC1=O (stereo unspecified)	.	1.9%	1.1%

(next part)
SMILES	NTR1 ag	MgcRacGAP inhibition	K1F lysis inhibition	others
CC1=NNC(=O)C1Br (stereo unspecified)	.	55.8µM*	-6.9%
CCOC(=O)CC1c2ccccc2-n2nncc2CN1Cc1ccc(OC)cc1 (stereo unspecified)	.	8.6%	-0.1%
COc1cccc2c1cc([N+](=O)[O-])c1c(C(=O)O)cc3c(c12)OCO3	.	6.8%	-2.2%
O=C1NC(=O)C(Nc2ccccc2)C(=O)N1	.	11.6%	-4.4%
CCOC1=C(N2CC2)C(=O)C(OCC)=C(N2CC2)C1=O	.	2.7%	-0.4%
C=CCCC1(C(C)C)C(=O)NC(=S)NC1=O	.	5.4%	1.2%
CC1CN1P(=O)(Oc1ccc2ccccc2c1)N1CC1C (stereo unspecified)	.	59.1%	-0.8%
CC1[C@H]2Cc3ccc(O)cc3[C@]1(C)CCN2C (stereo partly specified)	.	-1.2%	-0.4%
CN1Cc2cnnn2-c2ccccc2C1c1ccccc1 (stereo unspecified)	.	6.7%	-0.3%
CN1C(=O)C(C2CCCCC2)C(=O)N(C)C1=O	.	8.2%	-0.1%
O=S(=O)(O)C(=Cc1ccccc1)c1ccccc1 (tested in a mixture with another compound)	.	6.0%	1.6%
Cc1cc(C)c2c(c1)NP(=S)(c1ccccc1)N2 (stereo unspecified)	.	14.1%	-1.2%
COc1cc(/C=C2\C[C@H]3[C@@H]4CC=C5C[C@@H](N6CCCC6)CC[C@]5(C)[C@H]4CC[C@]3(C)[C@H]2O)cc(OC)c1OC	.	7.3%	1.2%
COc1cc(C2c3cc4c(cc3CC3COC(=O)C32)OCO4)cc(OC)c1O (stereo unspecified)	.	8.7%	1.3%
CC12CCC3c4ccc(OP(=O)(N5CC5)N5CC5)cc4CCC3C1CCC2=O (stereo unspecified)	.	5.7%	3.0%
O=C1C(=Cc2ccccc2)N2CCC1CC2	.	-3.1%	-3.4%
CCOC(=O)c1cnc(SCc2ccc(Cl)c(Cl)c2)nc1N1CC1	.	-0.6%	1.8%
CC12CCC3c4ccc(OC(=O)N(CCCl)CCCl)cc4CCC3C1CCC2O (stereo unspecified)	.	7.9%	-2.1%
NP(=O)(Oc1ccccc1)c1ccccc1 (stereo unspecified)	.	0.7%	-1.2%
CCC1(Cc2ccccc2)C(=O)NC(=S)N(C)C1=O (stereo unspecified)	.	1.8%	3.9%
CCC1C2Cc3ccc(O)cc3C1(CC)CCN2C (stereo unspecified)	.	5.2%	2.2%
C[n+]1ccc(-c2cc[n+](C)cc2)cc1	.	6.4%	-10.8%
Cc1cc(-c2cc(C)c(N)c(C)c2)cc(C)c1N	.	10.8µM*	-1.7%
COc1ccc(-c2ccc(OC)c(OC)c2OC)cc1	.	7.1%	-2.1%
CS(=O)(=O)N1Cc2ccccc2-n2nncc2C1	.	6.2%	0.1%
SMILES	NTR1 ag	MgcRacGAP inhibition	K1F lysis inhibition	others
CC(CN1CCOCC1)C(C#N)(c1ccccc1)c1ccccc1 (stereo unspecified)	.	-10.7%	1.1%
CNC(=O)Oc1ccccc1OC(C)C	.	-3.9%	-0.3%
COc1ccc(CC2NCC(O)C2OC(C)=O)cc1 (stereo unspecified)	.	1.6%	2.0%
ClCCN(CCCl)c1ccc(-n2cnc3c(Cl)ncnc32)cc1	.	1.6%	0.0%
C[C@]12CCC3C(CC[C@H]4C[C@@H](O)CC[C@]34C)C1C[C@@H](O)[C@@H]2O (stereo partly specified)	.	0.6%	0.7%
COc1ccc(C(=O)N2Cc3cnnn3-c3ccccc3C2C#N)cc1 (stereo unspecified)	.	8.6%	0.3%
Oc1cc(Cl)c(Cl)c(Cl)c1Cl	.	7.5%	1.3%
CNC(=O)Oc1cc2c(cc1C(C)(C)C)CCC2	.	-1.1%	2.1%
c1ccc2c(c1)CNCc1cnnn1-2	.	6.8%	0.1%
CCOC(=O)CC(SP1(=S)OCC2(CCCCO2)C(C2CCCCO2)O1)C(=O)OCC (stereo unspecified)	.	6.2%	-0.1%
Oc1cc(Cl)c(Cl)c(Cl)c1	.	12.1%	4.2%
C=C(C)[C@@H]1[C@H]2OC(=O)[C@H]1[C@]1(O)C[C@H]3O[C@]34C(=O)O[C@H]2[C@]14C	.	1.5%	1.2%
Nc1ccc(Sc2ccc(N)cc2)cc1	.	13.2µM*	-5.8%
CC12C(C(=O)O)C1(c1ccccc1)C2C(=O)O (stereo unspecified)	.	3.4%	0.7%
Cc1ccc(S(=O)(=O)N2Cc3ccccc3-n3nncc3C2)cc1	.	1.1%	0.0%
COc1ccc(C(O)(c2ccccc2)c2ccncc2)cc1 (stereo unspecified)	.	-6.1%	0.5%
COc1ccc2c(c1)C1(C(=O)O)CC=CCC1(C(=O)O)C2 (stereo unspecified)	.	3.8%	1.5%
N#CC(=C(O)c1ccc(S(=O)(=O)N(CCCl)CCCl)cc1)c1nc2ccccc2[nH]1	.	-1.1%	-1.4%
O=C1NC(=O)C(=Cc2ccccc2[N+](=O)[O-])C(=O)N1	.	23.3%	-3.7%
N#CC1C(C#N)C2CCC1C1C2N1c1ccccc1 (stereo unspecified)	.	-1.2%	-4.5%
COC(=O)C1C(C(=O)O)C2(Cl)C(Cl)=C(Cl)C1(Cl)C2(Cl)Cl (stereo unspecified)	.	2.1%	0.5%
Cc1[nH]c2ccccc2c1CCN	-1.8	8.5%	0.1%	NTR1 ag cell count 20 µM=74
COC(=O)C1=C(c2cccc(OC)c2OC)C[C@@H]2CC[C@H]1N2C(=O)NC(C)C	-3.1	2.5%	0.6%	NTR1 ag cell count 20 µM=96
Cc1cc(OCC(=O)N2CCN(CC(=O)N3CCOCC3)CC2)c(C(C)C)cc1Cl	1.1	1.0%	-0.3%[50 µM]	NTR1 ag cell count 20 µM=70
COC(=O)C1=C(c2ccc(C(C)=O)cc2)C[C@@H]2CC[C@H]1N2C(=O)NCC1CC1	-0.4	9.8%	0.4%	NTR1 ag cell count 20 µM=50
SMILES	NTR1 ag	MgcRacGAP inhibition	K1F lysis inhibition	others
C[C@]12CCC3C(CC[C@H]4C[C@@H](O)[C@H](O)C[C@]34C)C1CC[C@@H]2O (stereo partly specified)	-0.4	-6.0%	-2.1%	NTR1 ag cell count 20 µM=58
COC(=O)C1=C(c2ccc(-c3ccccc3)c(F)c2)C[C@@H]2CC[C@H]1N2C(=O)NCc1ccc(F)cc1	-1.6	1.2%	1.0%	NTR1 ag cell count 20 µM=62
CCCNC(=O)N1[C@H]2CC[C@@H]1C(C(=O)OC)=C(c1cccc(C#N)c1)C2	-1.8	-7.6%	-1.0%	NTR1 ag cell count 20 µM=60
COc1ccc(S(=O)(=O)N2CCOCC2)cc1NC(=O)COC(=O)Cc1ccccc1	-0.6	2.0%	0.4%[50 µM]	NTR1 ag cell count 20 µM=63
COC(=O)C1=C(c2cccc(C#N)c2)C[C@@H]2CC[C@H]1N2C(=O)NC1CC1	-0.9	0.3%	-0.5%	NTR1 ag cell count 20 µM=49
O=C1C2(Cl)C3(Cl)C4(Cl)C(Cl)(Cl)C5(Cl)C3(Cl)C1(Cl)C5(Cl)C24Cl (stereo unspecified)	8.7	5.7%	74.8µM*	NTR1 ag cell count 20 µM=20
CCC/C=N/O	0.0	3.2%	2.3%	NTR1 ag cell count 20 µM=59

High-throughput results as filed in PubChem BioAssay.
